# V-ATPase pHluor – yeast V-ATPase proton transport regulation by pHLuorin. S. cerevisiae, pHLuorin cytosolic pH fluorescence. response, % at 10 µM. 350,000 tested, 0.37% active; in the data active = response mostly above about 7.3%, no sharp cut-off; inactive = mostly below about 5.4%; also: actives read high; inactives centre near 0; some compounds called inactive have numbers as strong as hits
# cardiac RTF act – increases calcium sensitivity of human cardiac regulated thin filaments; 340,000 tested, 0.24% active; P19429+P45379; activation, % at 7.2 µM; AID 493008; IANBD-labeled TnC RTF fluorescence at EC20 calcium; 0% EC20 calcium, 100% full calcium;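 active = activation above the mean over all tested compounds plus 3 SD, cut at about 30% in these data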;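 also: rise in fluorescence read as greater calcium sensitivity of cardiac thin filaments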
# Tat export inh – blocks Tat-dependent protein export in E. coli. E. coli MC4100 TorA-mCherry Tat export, fluorescence. inhibition, % at 10 µM. 340,000 tested, 0.036% active;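 active = mean replicate inhibition at least 50% and at least half of replicates individually reaching 50%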;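 also: exported cargo escapes ClpAP degradation while cytoplasmic cargo is degraded and loses fluorescence; 0% = median of neutral control wells and 100% = median of NaSCN control wells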
# dFosB activator – enhances mouse delta FosB homodimer DNA binding; P13346; purified delta FosB, TAMRA-CDK5 oligo fluorescence polarization; percent of positive-control signal above neutral wells; activation, % at 25 µM; 340,000 tested, 0.99% active;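 active = mean activation above about 17%, with every replicate also reaching it, limit read from the data, passing the limit was not always enough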;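 also: fluorescence polarization rise as delta FosB binds a TAMRA Cdk5 AP-1 oligo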
# Target sequence (P13346 whole entry, looked up): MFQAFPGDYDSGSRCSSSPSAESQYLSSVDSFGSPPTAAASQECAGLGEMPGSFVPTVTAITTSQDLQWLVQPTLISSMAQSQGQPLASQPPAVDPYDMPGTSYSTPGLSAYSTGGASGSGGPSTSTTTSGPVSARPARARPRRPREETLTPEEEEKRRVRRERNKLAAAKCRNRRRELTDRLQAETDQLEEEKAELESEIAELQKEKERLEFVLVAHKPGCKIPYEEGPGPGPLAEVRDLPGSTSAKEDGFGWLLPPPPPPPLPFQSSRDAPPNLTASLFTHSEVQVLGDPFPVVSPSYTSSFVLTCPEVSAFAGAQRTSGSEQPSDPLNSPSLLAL
# CAL PDZ FP-1 – blocks peptide binding to human CAL PDZ domain. Q9HD26. purified CAL PDZ, TMR-peptide fluorescence polarization, 1 h. inhibition, % at 20 µM. 330,000 tested, 0.02% active. AID 504414;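 active = highest replicate inhibition of at least 40%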;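 also: plate controls were DMSO neutral control wells for no effect and unlabeled competitor peptide control wells for full effect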
#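 Test system: tagged CAL PDZ domain / Buffer or medium: sodium phosphate/NaCl buffer pH 7.4 with TCEP, IgG, Thesit / Reagent: TMR-labelled reporter peptide T*-PRC34 bound in PDZ groove / Compound dosing: single point, 20 µM / Schedule: 1 h incubation at room temperature before polarization reading / Technique: fluorescence polarization (mP) / Benchmarks: unlabelled peptide, DMSO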
# CDK5 p35 inh – CDK5/p35 (human) kinase inhibition; Q00535+Q15078; inhibition, % at 10 µM; 330,000 tested, 0.01% active; Recombinant CDK5/p35, ADP-Glo luminescence, 60 min;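 active = highest replicate inhibition of at least 50% and at least 75% of replicates reaching 50%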;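 also: plate controls were DMSO neutral control for no effect and GW8510 at 10 µM for full effect; many of its hits are not listed in these tables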
# Rtt109 HAT inh – inhibitors of Candida albicans Rtt109/Vps75 histone acetyltransferase | purified Rtt109/Vps75, ThioGlo CoA-SH fluorescence, 4 h | inhibition, % at 34.9 µM | 330,000 tested, 0.16% active | AID 540336;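 active = inhibition of at least 50% in every replicate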
# Target sequence (Q5AAJ8 whole entry, looked up): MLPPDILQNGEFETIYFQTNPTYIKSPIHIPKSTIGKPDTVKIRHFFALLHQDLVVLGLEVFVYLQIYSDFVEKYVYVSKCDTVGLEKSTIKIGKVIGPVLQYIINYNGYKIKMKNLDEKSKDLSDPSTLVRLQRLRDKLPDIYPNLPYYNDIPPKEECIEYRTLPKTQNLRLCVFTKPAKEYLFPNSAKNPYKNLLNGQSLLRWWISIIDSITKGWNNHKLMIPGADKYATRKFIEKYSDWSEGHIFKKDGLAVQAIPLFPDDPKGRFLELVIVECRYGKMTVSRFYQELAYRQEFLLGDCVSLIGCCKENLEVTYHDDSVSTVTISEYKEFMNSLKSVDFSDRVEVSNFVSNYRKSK
# CAL PDZ FP-2 – CAL PDZ (human) peptide binding inhibition; purified CAL PDZ, TMR-peptide fluorescence polarization, 1 h; inhibition, % at 24.9 µM; 300,000 tested, 0.92% active; AID 602252;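 active = mean inhibition of at least 30% with at least half of replicates also reaching 30%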;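 also: 0% = DMSO neutral control and 100% = excess unlabeled competitor peptide PRC23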
# MITF act – activators of MITF-driven TRPM1 promoter activity in SK-MEL-5 cells; activation, % at 12.5 µM; SK-MEL-5 TRPM1-promoter luciferase, 24 h; % of positive control, neutral wells = 0; 300,000 tested, 0.75% active;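 active = mean activation of at least 80% with every replicate also reaching 80%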;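 also: 0% = neutral control wells and 100% = parthenolide positive control wells; values of inactives mirror those of a sister screen read the other way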
# Wnt act – activates Wnt/beta-catenin signaling in a reporter cell assay | activator, plate reader | activation, % at 9.35 µM | 300,000 tested, 1.2% active; in the data active = activation above about 30%, passing the limit was not always enough;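 also: 0% = neutral control wells and 100% = positive control wells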
# * hit, by the source's call; · = no result given.
SMILES,V-ATPase pHluor,cardiac RTF act,Tat export inh,dFosB activator,CAL PDZ FP-1,CDK5 p35 inh,Rtt109 HAT inh,CAL PDZ FP-2,MITF act,Wnt act
CCCn1c(C)nnc1SCC(=O)NC1CCCCC1,1,1,-2,4,-1.6,0.9,1,-3,7,1
O=C(O)C(Nc1nc(C(F)(F)F)nc2ccccc12)c1ccccc1 (stereo unspecified),1,2,-1,-3,0.4,1.8,0,-9,0,4
CN(C)c1ccc(CNCC2CCCO2)cc1 (stereo unspecified),1,3,6,-3,-9.1,-0.9,1,-3,-10,4
CCOC(=O)c1c(NC(=O)C2CCCO2)sc2c1CCC2 (stereo unspecified),1,6,8,-8,-3.5,-0.2,4,-3,-12,13
Cc1ccc(S(=O)(=O)NCc2ccccc2)cc1C(=O)N(C)Cc1ccc(F)cc1,-3,0,8,-7,-0.2,4.0,6,0,-6,-1
Cc1cccc2nc(CSc3nc4[nH]ncc4c(=O)n3-c3cccc(Cl)c3)cc(=O)n12,-2,-7,4,-19,-5.0,-4.1,-7,-3,-13,-2
COc1ccccc1NC(=O)COc1ccc(C(=O)OCC(=O)N(C(C)C)C(C)C)cc1OC,-3,0,-2,-9,-2.0,0.2,8,0,·,·
CC(=O)N1c2ccc(S(=O)(=O)N3CCOCC3)cc2CC1C (stereo unspecified),1,5,-6,-1,-0.5,1.1,-1,13,3,-4
CCCCCCCCCCCCN1C/C(=C\C(=O)OCC)c2cc(C(F)(F)F)ccc2S1(=O)=O,-3,1,-5,3,-0.3,0.5,-6,-3,·,-3
COc1ccc(C(C)=O)cc1CSc1nnc(-c2ccncc2)o1,2,-4,2,-7,-2.6,-1.1,2,-1,-1,0

# Overlap with the part before: 7 entries; new compounds follow.
SMILES,V-ATPase pHluor,cardiac RTF act,Tat export inh,dFosB activator,CAL PDZ FP-1,CDK5 p35 inh,Rtt109 HAT inh,CAL PDZ FP-2,MITF act,Wnt act
CCOC(=O)c1c(NC(=O)C2CCCO2)sc2c1CCC2 (stereo unspecified),1,6,8,-8,-3.5,-0.2,4,-3,-12,13
Cc1ccc(S(=O)(=O)NCc2ccccc2)cc1C(=O)N(C)Cc1ccc(F)cc1,-3,0,8,-7,-0.2,4.0,6,0,-6,-1
Cc1cccc2nc(CSc3nc4[nH]ncc4c(=O)n3-c3cccc(Cl)c3)cc(=O)n12,-2,-7,4,-19,-5.0,-4.1,-7,-3,-13,-2
COc1ccccc1NC(=O)COc1ccc(C(=O)OCC(=O)N(C(C)C)C(C)C)cc1OC,-3,0,-2,-9,-2.0,0.2,8,0,·,·
CC(=O)N1c2ccc(S(=O)(=O)N3CCOCC3)cc2CC1C (stereo unspecified),1,5,-6,-1,-0.5,1.1,-1,13,3,-4
CCCCCCCCCCCCN1C/C(=C\C(=O)OCC)c2cc(C(F)(F)F)ccc2S1(=O)=O,-3,1,-5,3,-0.3,0.5,-6,-3,·,-3
COc1ccc(C(C)=O)cc1CSc1nnc(-c2ccncc2)o1,2,-4,2,-7,-2.6,-1.1,2,-1,-1,0
CC(=O)N1CCN(C(=O)CCc2cc(C(C)(C)C)c(O)c(C(C)(C)C)c2)CC1,-1,-4,15,-1,-0.5,1.9,12,-1,11,2
Cc1ccc(C)c(Cn2c(=O)n(CCCC(=O)NCc3ccco3)c(=O)c3sccc32)c1,-1,1,-3,-2,-0.2,1.5,-12,0,-27,-7
COc1ccc(/C=C2\SC(=S)N(CCCCCC(=O)Nc3cc(C)on3)C2=O)cc1OC,-2,-5,1,3,-0.6,1.9,-2,-2,-17,0
COc1ccc(C2=NN(C(=O)CSc3nc4ccccc4s3)C(c3ccc(F)cc3)C2)cc1 (stereo unspecified),6,-3,-6,-1,-0.8,2.3,2,-6,10,-3
CCCCCC(=O)Nc1cccc(C2=NOC3(C2)C[C@@H](C(N)=O)N(C(=O)CC(c2ccccc2)c2ccccc2)C3)c1 (stereo partly specified),-7,-1,-1,-4,0.0,-3.1,6,-5,-14,-1
Cc1cc([N+](=O)[O-])ccc1NC(=O)CCC(=O)N1CCCCC1,5,3,4,3,-4.1,1.6,-2,-2,0,0
C#CCOc1ccccc1/C=N/NC(=O)c1ccccc1OCc1ccccc1,1,1,8,-6,-4.4,1.0,3,-4,1,3
O=C(NCc1cccnc1)c1ccccc1NC(=O)c1c(F)cccc1F,6,2,3,-5,-0.4,2.0,-5,-5,-8,-2
CCCCCCCCCCCC(=O)NC1CCS(=O)(=O)C1 (stereo unspecified),3,-3,6,-6,0.1,0.2,-2,2,2,0
Cc1cc(=O)n2c(C(=O)Nc3ccc(C(=O)OC(C)C)cc3)c(C(=O)Nc3ccccc3)sc2n1,-3,2,1,9,-0.7,-2.0,-1,·,-15,3
COc1ccc(CN(C(=O)c2snc(C(N)=O)c2N)C(C(=O)NC2CCCC2)c2ccco2)cc1 (stereo unspecified),-3,-1,8,-11,-2.9,-1.8,7,-3,3,-2
Cc1ccccc1NC(=O)CNc1ccccc1N1CCCCC1,0,3,13,-10,0.5,-0.5,3,0,·,0
O=C(COc1ccc(S(=O)(=O)N2CCCC2)cc1Cl)N1CCN(c2ccccc2)CC1,-2,-16,8,-8,-1.8,0.8,30,-5,0,-3
COC(=O)CNc1c(-c2ccccc2)nc2ccc(Br)cn12,1,2,6,0,0.9,-0.7,·,-5,·,·
COc1cccc(N2CCN(Cc3nc4ccccc4c(=O)[nH]3)CC2)c1,-2,-8,9,-8,-2.5,0.7,-1,·,-1,·
CC1CCCCC1NC(=O)C1CCC(CNc2c(N3CCCCC3)c(=O)c2=O)CC1 (stereo unspecified),1,3,4,-5,0.5,0.5,0,2,2,1
CC(=O)c1ccc(S(=O)(=O)N2CCN(S(=O)(=O)c3ccccc3C(F)(F)F)CC2)cc1,3,-3,-11,5,-0.1,0.0,-3,-3,-5,3
COc1ccc(NC(=O)CN2C(=O)CSc3ccc(S(=O)(=O)N4CCC(C)CC4)cc32)cc1,0,-1,0,-12,-0.4,2.1,-2,4,-7,0
Cc1ccc(Nc2nc(N)c([N+](=O)[O-])c(NCc3ccco3)n2)cc1,-3,-1,0,8,1.8,-4.9,-3,3,57,14
COc1ccccc1N(CC(=O)N1CCN(c2ccccc2)CC1)S(=O)(=O)c1ccc(C)cc1,6,0,0,-6,-0.6,1.4,4,66*,8,-2
COc1ccc(C(=O)Nc2ccc(C3(C#N)CCCC3)cc2)cc1,2,-6,1,4,-0.8,-6.0,-3,5,12,7
Cc1ccc(C(=O)NCc2ccco2)cc1,1,5,4,-1,·,0.4,1,-3,-4,0
COc1ccc(C(F)(F)F)cc1NC(=O)c1nc2nc(C)cc(C(F)F)n2n1,0,-7,-10,2,-1.5,-0.1,-1,·,·,-1
CCc1cc2c3c(c1)/C(=C1/SC(N)=NC1=O)C(=O)N3C(C)(C)C=C2C,-1,2,-10,3,-0.6,0.4,-5,0,·,·
O=C(Nc1ccccc1)N1CCN(c2ccccc2)CC1,1,1,7,-1,-0.2,0.4,-1,-4,15,1
CCc1cccc(OCC(=O)Nc2ccc(S(=O)(=O)N3CCCC3)cc2)c1,-2,-5,1,-10,-1.9,-0.9,4,-3,0,2
O=C(COC(=O)Cn1cnc2ccccc21)NCCc1ccc(Cl)cc1,1,-4,4,-1,-0.3,·,0,9,-8,0
COc1cc(/C=N/NC(=O)CNC(=O)c2ccncc2)ccc1O,4,0,0,-6,-0.7,3.6,2,-5,9,5
Cc1cc(C)c(S(=O)(=O)c2ccc(F)cc2C)c(Cl)n1,5,4,-3,3,-0.4,0.4,-2,-2,16,1
Cc1nnc(N2C(=O)C(O)=C(C(=O)c3ccco3)C2c2ccc(C(C)C)cc2)s1 (stereo unspecified),0,10,-7,-2,-0.8,-1.7,-1,-1,9,·
CCOC(=O)C1CCN(C(=O)COC(=O)/C=C/c2ccc([N+](=O)[O-])cc2)CC1,-5,0,-3,8,1.0,2.5,-6,0,-7,-15
O=C(CSc1oc(-c2ccccc2)nc1S(=O)(=O)c1ccc(F)cc1)NCC1CCCO1 (stereo unspecified),-2,5,1,-8,-2.5,-1.3,2,-4,·,12
CCC(C)(C(=O)NC1CCCCC1)N(C(=O)c1ccccn1)c1ccccc1 (stereo unspecified),-2,5,5,-9,0.5,-1.5,8,·,·,·
Cc1ccc(N(CC(=O)NC2CCCCC2)C(=O)CCCC(=O)Nc2ccccn2)c(C)c1,-4,0,12,-4,0.7,-1.0,-34,1,-8,1
CCC(=O)Nc1cccc(-c2cn3ccccc3n2)c1,-3,0,0,-11,-2.7,-1.0,-6,-5,11,5
CN(C(=O)C1CCOC1)c1nnc(C2CCOC2)s1 (stereo unspecified),2,-2,3,1,0.0,1.2,11,-3,-3,-1
O=C(OCC(=O)N1CCC(c2ccccc2)=N1)c1ccc(Cl)s1,-2,-2,-2,-4,-0.2,0.9,17,-2,5,1
CC1CCN(S(=O)(=O)c2cn(CC(=O)Nc3ccc(C#N)cc3)cn2)CC1,5,1,3,-6,0.0,0.9,-2,·,0,0
O=C(Nc1ccccc1N1CCOCC1)C1CCN(S(=O)(=O)c2ccc(F)cc2)CC1,-8,-8,-12,-6,-1.4,-1.1,·,-4,3,-2
O=C(CN1C(=O)/C(=C\c2cccc(Cl)c2)Sc2ccccc21)NCCCN1CCOCC1,-4,4,4,5,-2.8,-0.1,1,-7,-4,-5
COc1ccc(/C=C/C(=O)NCc2ccccn2)cc1OC,0,-5,-15,0,-1.0,1.3,2,-2,1,0
COc1ccc(C)cc1NS(=O)(=O)c1ccccc1,-1,-3,6,-4,-0.6,1.0,10,1,6,-3
COC(=O)c1cccc(-n2c(=O)n(Cc3ccccc3)c(=O)c3[nH]cnc32)c1C,3,-2,-5,-3,-1.2,1.0,13,-3,-5,2
Cc1cccc(CN2C(=O)/C(=C\c3ccc(C(=O)NCCCN4CCN(C)CC4)cc3)Oc3ccccc32)c1,1,-5,15,-457,-4.3,1.4,1,-8,-94,1
O=C(COC(=O)Cc1cccs1)Nc1ccccc1F,5,-1,-2,-3,-0.6,0.1,-5,-3,·,·

# Bioassay records: PubChem, several laboratories
